NR3A LBD binder: NR3A (human) ligand-binding domain modulation; NR3A LBD differential scanning fluorimetry, Tm shift; 0% = protein alone, 100% = glycine-bound protein; Tm shift relative to glycine control, % at 25 µM; 340,000 compounds, 2.5% hits;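 active = melting temperature shift of at least 10% of the positive control shift, at one fixed dose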
CXCR6 inh: inhibitors of human CXCR6 receptor; O00574; CHO-K1 PathHunter CXCR6 beta-arrestin, luminescence; inhibition, % at 20 µM; 360,000 compounds, 0.36% hits; in the data active = inhibition above about 34%, passing the limit was not always enough;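 note: antagonist mode with CXCL16 agonist at 10 nM final; 0% = 10 nM CXCL16 with DMSO and 100% = unstimulated wells without agonist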
Target sequence (O00574 whole entry, looked up): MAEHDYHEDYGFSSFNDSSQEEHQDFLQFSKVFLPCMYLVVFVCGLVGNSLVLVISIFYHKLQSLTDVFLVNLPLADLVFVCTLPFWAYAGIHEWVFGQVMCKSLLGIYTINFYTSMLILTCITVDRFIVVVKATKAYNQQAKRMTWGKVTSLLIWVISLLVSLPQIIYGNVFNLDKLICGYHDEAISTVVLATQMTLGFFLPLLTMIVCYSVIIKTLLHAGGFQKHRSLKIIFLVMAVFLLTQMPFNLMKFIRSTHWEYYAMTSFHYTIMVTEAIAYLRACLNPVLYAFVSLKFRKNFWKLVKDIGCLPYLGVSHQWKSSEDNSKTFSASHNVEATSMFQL
Gli-Sufu antag: antagonists of Gli-Sufu signaling; Sufu-KO-LIGHT fibroblasts, Gli luciferase reporter luminescence; inhibition, % at 5 µM; 340,000 compounds, 0.74% hits; AID 588413;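 active = inhibition above about 55%, limit read from the data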;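 note: 0% = DMSO-treated cells and 100% = wells with medium but no cells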
A3A deaminase: inhibitors of human APOBEC3A DNA deaminase. P31941. recombinant A3A, FAM/TAMRA ssDNA deamination fluorescence. inhibition, % at 20 µM. 330,000 compounds, 0.41% hits;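 active = at least 40% inhibition at 20 µM here, with at most 30% in a related deaminase screen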;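 note: plate controls were A3A with DMSO for no effect and wells lacking A3A enzyme for full effect; some results filed as inactive read as strong as hits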
Target sequence (P31941 whole entry, looked up): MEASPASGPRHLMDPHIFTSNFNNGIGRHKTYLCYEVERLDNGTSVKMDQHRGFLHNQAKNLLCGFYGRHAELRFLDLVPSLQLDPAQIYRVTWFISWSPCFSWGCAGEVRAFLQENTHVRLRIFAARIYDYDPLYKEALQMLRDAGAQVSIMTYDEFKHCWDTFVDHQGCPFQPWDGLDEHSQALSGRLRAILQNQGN
CCR6 antag: CCR6 (human) receptor antagonism | P51684 | CHO-K1 CCR6 PathHunter beta-arrestin, luminescence, CCL20-stimulated | inhibition, % at 20 µM | 340,000 compounds, 0.49% hits | AID 493098;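 active = compounds whose inhibition of the agonist-driven luminescence signal at 20 µM reaches about 50%, limit read from the data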;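 note: cells stimulated with CCL20 at 14 nM final; plate controls were DMSO with CCL20 for no effect and DMSO without agonist for full effect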
A3G deaminase: APOBEC3G (human) deaminase inhibition; 330,000 compounds, 0.28% hits; Q9HC16; AID 493012; recombinant A3G, ssDNA deamination FAM/TAMRA fluorescence; inhibition, % at 20 µM;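 active = inhibition of at least 40% at 20 µM, with no more than 30% in the related APOBEC3A deaminase screen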;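 note: plate controls were DMSO wells with A3G for no effect and wells lacking A3G enzyme for full effect; some compounds called inactive have numbers as strong as hits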
MPTP inh: blocks calcium-induced mitochondrial swelling; isolated mouse mitochondria, Ca2+ swelling absorbance, 30 min; inhibition, % at 10 µM; 360,000 compounds, 1.4% hits;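 active = inhibition of 50% or more, scaled per plate between neutral and stimulator controls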;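 note: 0% = DMSO wells given calcium and 100% = 1 mM EGTA wells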
EBI2 antag: antagonists of human EBI2 receptor; P32249; EBI2 beta-arrestin recruitment, luminescence, 7a,25-OHC stimulated; 360,000 compounds, 0.81% hits; inhibition, % at 5 µM; in the data active = inhibition above about 38%;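 note: enzyme fragment complementation signal reports receptor beta-arrestin coupling in cells; 0% = agonist plus DMSO wells and 100% = wells without agonist; some results beyond the cut were filed as inactive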
Target sequence (P32249 whole entry, looked up, the tested form may be a part): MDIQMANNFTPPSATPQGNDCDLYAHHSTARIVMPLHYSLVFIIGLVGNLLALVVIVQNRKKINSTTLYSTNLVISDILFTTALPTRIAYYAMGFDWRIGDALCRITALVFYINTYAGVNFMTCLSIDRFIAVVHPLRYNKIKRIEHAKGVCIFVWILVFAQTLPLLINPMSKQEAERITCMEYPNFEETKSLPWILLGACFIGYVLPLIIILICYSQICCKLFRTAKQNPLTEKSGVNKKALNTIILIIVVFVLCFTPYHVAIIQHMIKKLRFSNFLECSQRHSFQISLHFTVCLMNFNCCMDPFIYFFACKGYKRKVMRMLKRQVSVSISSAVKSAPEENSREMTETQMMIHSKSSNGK
* marks the source's active call; other numbers are inactive results; nt = not tested or not shown. Compounds were not picked by outcome; about 5.8% have a hit in one of these screens.

Second line of a record: NR3A LBD binder | CXCR6 inh | Gli-Sufu antag | A3A deaminase | CCR6 antag | A3G deaminase | MPTP inh | EBI2 antag
OCCN1CNC(=S)NC1
 : -1 | -12 | 5 | -6 | -8 | -8 | 1.0 | 1
Cc1cc(C)c(S(=O)(=O)N(C2=NCCS2)S(=O)(=O)c2c(C)cc(C)cc2C)c(C)c1
 : 0 | -1 | 14 | -2 | 15 | -5 | -1.4 | 56*
O=C(Cc1c[nH]c2ccccc12)N/N=C/c1ccccc1O
 : -1 | -9 | -24 | -4 | 6 | 5 | 0.7 | 4
COc1ccc(CCNC(=O)CSc2nnc(CNC(=O)c3ccco3)o2)cc1OC
 : -3 | -2 | -3 | -2 | -1 | -2 | -1.8 | -9
NC(=O)[C@H](Cc1cc2ccccc2s1)NC(=O)[C@@H]1CC2(CC(c3cccc(NC(=O)[C@@H]4CCC(=O)N4)c3)=NO2)CN1C(=O)/C=C/Sc1ccccc1 (some centres undefined)
 : 6 | 0 | -13 | -1 | 14 | -4 | -0.8 | -5
C=CCN(c1ccc(C(=O)NC(C)C)cc1)S(C)(=O)=O
 : -2 | 5 | 2 | 2 | -1 | -2 | -1.3 | 3
CN1CC=C2C(C#N)=C(N)C(C#N)(C#N)C(CCc3ccccc3)C2C1 (centres undefined)
 : 0 | 5 | 5 | -2 | 12 | -1 | 1.1 | -1
Cc1cccc(NC(=O)CSCC(=O)Nc2ccc(S(=O)(=O)N3CCCC3)cc2)c1
 : 0 | -6 | 0 | 1 | 18 | -5 | -0.1 | -10
COc1ccc(-c2cc(C(=O)N/N=C(\C)c3cccnc3)c3cc(C)ccc3n2)cc1OC
 : 1 | -11 | -1 | 0 | -4 | -2 | -2.1 | -8
O=S(=O)(/N=C(/Nc1nc2ccccc2s1)c1ccccc1)c1ccc(F)cc1
 : -1 | 4 | -8 | 2 | 8 | 2 | 11 | -8
CN(C)C(=O)Cn1c(SCC(=O)N2CCCc3ccccc32)nc2ccccc21
 : 1 | -2 | 1 | 6 | 0 | 5 | 0.8 | -3
COc1ccc(N2C(=O)CC(Cc3ccccc3)C2=O)cc1 (centres undefined)
 : -1 | -3 | 2 | 1 | 3 | 3 | 1.0 | -8
O=[N+]([O-])c1cccc(CN2C[C@@]34C=C[C@@H](C[C@@H]3S2(=O)=O)O4)c1
 : 3 | -7 | 7 | -2 | 6 | -9 | -2.4 | 5
O=C(Nc1ccccc1NC(=O)c1ccccc1Cl)c1ccccc1Cl
 : 2 | -5 | 18 | -5 | -5 | 4 | 0.1 | -7
O=C(COC(=O)c1ccccc1)Nc1cccc(S(=O)(=O)NC2=NCCCCC2)c1
 : 0 | 0 | 2 | 0 | 12 | -2 | -2.0 | -4
CC(=O)Nc1ccc(S[C@@H](CCN2CC[C@H](C(C)(C)C)CCC2=O)c2ccccc2)cc1
 : -10 | -10 | -3 | -1 | 13 | -6 | 0.1 | 37
O=S(=O)(NCc1ccccc1Br)c1ccccc1Br
 : 2 | 4 | -5 | 1 | 13 | -7 | -1.0 | -6
Cc1cccc2sc(N(CCCN(C)C)C(=O)c3nc4ccccc4s3)nc12
 : -6 | 5 | 4 | 3 | 3 | 3 | 1.5 | -6
CCOC(=O)C1CCCN(Cc2cccc(Oc3ccccc3)c2)C1 (centres undefined)
 : 0 | -6 | 0 | -1 | 8 | -6 | 0.5 | -3
CCC(=O)Oc1oc(-c2ccccc2)nc1C=Nc1ccc(C)cc1
 : 0 | 11 | -4 | -4 | 7 | -9 | 2.0 | -4
CC(C)Cc1cc(C(=O)N2CCC(N3CCC(C(=O)NC4CC4)CC3)CC2)n[nH]1
 : -3 | -3 | 5 | 3 | -1 | -5 | 0.2 | -6
Cc1nc([N+](=O)[O-])c(Sc2nc3ccccc3[nH]2)n1Cc1ccccc1
 : -5 | 4 | 0 | -1 | 10 | -6 | 1.4 | -6
O=c1[nH]c(CN2CCN(c3ccc(F)cc3)CC2)nc2ccccc12
 : 0 | 5 | 2 | -1 | -11 | -5 | 20 | -12
Cc1ccc(S(=O)(=O)N2CCC(C(=O)Nc3ccccc3N3CCCCC3)CC2)cc1C
 : 0 | 15 | -8 | -3 | 16 | -7 | 0.2 | 11
O=C(N/C(=C/c1ccccc1F)C(=O)N1CCCCC1)c1ccccc1
 : 1 | -3 | 24 | 0 | 5 | -8 | 0.5 | -8
COc1cc(NC(=O)CN2CCCCCC2)cc(OC)c1
 : -3 | 1 | -3 | -3 | -3 | -6 | 0.0 | 7
CN(C)c1ccc(NC(=O)c2cccc(C(=O)Nc3ccc(N(C)C)cc3)n2)cc1
 : -1 | 9 | -12 | 4 | 12 | -1 | -2.7 | 5
CC(=O)N1CCN(C(=O)c2ccc(S(=O)(=O)Nc3ccccc3F)cc2)CC1
 : 3 | 0 | 3 | 2 | -2 | -1 | -1.3 | 2
O=C(CNc1cc(S(=O)(=O)N2CCCC2)ccc1OCC(F)(F)F)Nc1cccc(C(F)(F)F)c1
 : 5 | 0 | 42 | 10 | 4 | -3 | 51* | 5
N#Cc1c(-n2cccc2C=O)sc2c1CCCC2
 : 1 | 2 | -2 | -2 | 3 | -4 | -0.9 | -3
COc1cc(C(=O)NC2Cc3ccccc3C2)ccc1OC1CCN(C(C)=O)CC1
 : 0 | 34 | 3 | 2 | 7 | -2 | 0.3 | -3
O=C(Nc1cccc(Cl)c1)c1cccnn1
 : nt | -5 | -2 | 0 | 8 | -3 | 1.4 | -7
CN(Cc1cccs1)C(=O)C1CC(=O)N(Cc2ccccc2)C1 (centres undefined)
 : 1 | -2 | -8 | 1 | 7 | -4 | 0.2 | -4
COC(=O)c1ccc(-c2c(-c3ccccc3)ncc3cc(F)ccc23)cc1
 : 1 | 0 | -20 | -1 | 14 | -10 | -0.4 | 11
c1ccc(CSc2nnc(-c3cccs3)n2Cc2ccco2)cc1
 : -1 | -8 | 8 | -3 | 15 | -12 | 6.7 | 13
COC(=O)c1[nH]c2ccccc2c1NC(=O)C(C)N1CCOCC1 (centres undefined)
 : 3 | 12 | -1 | 2 | 1 | 0 | -0.3 | -10
COc1ccc(-c2nc(CS(=O)CC(=O)N3CCc4ccccc4C3)c(C)o2)cc1 (centres undefined)
 : 0 | -2 | -4 | 1 | 12 | -2 | -0.5 | 8
O=C(NCCC1=CCCCC1)C(=O)NCC(c1ccco1)N1CCN(c2ccccc2F)CC1 (centres undefined)
 : 0 | 6 | 10 | 0 | -4 | -8 | 2.5 | 18
COCCn1c(C)cc(C(=O)COC(=O)c2ccc([N+](=O)[O-])o2)c1C
 : -1 | -12 | 14 | -3 | -4 | -14 | 0.1 | -24
CN(C)C(=O)NC1CCCCCCCCCCC1
 : 1 | 14 | 10 | 3 | -16 | -5 | 0.2 | 1
Cc1ccc(-c2nc3c(c(SCC(=O)N4CCOCC4)n2)Cc2c(CO)cnc(C)c2O3)cc1
 : 1 | 6 | nt | 0 | -17 | 6 | -1.4 | 3
O=C(Nc1nnc(Cc2ccccc2)s1)c1ccco1
 : -3 | -5 | -47 | -2 | 4 | 2 | -1.0 | -3
C/C(=N\Nc1ccc(C)c(Cl)c1)c1cccnc1
 : 1 | 7 | -14 | 0 | 2 | 1 | 0.8 | 9
CSc1ccccc1NC(=O)Nc1ccccc1
 : 1 | 0 | -15 | 0 | -9 | -7 | -0.6 | 2
O=C(O)c1cc(-c2ccccc2)on1
 : 0 | -2 | 3 | 2 | 20 | 0 | -1.4 | 0
Cc1ccc(C(=O)OC2OC(=O)C(Cl)=C2N2CCOCC2)cc1 (centres undefined)
 : -7 | -4 | -4 | 1 | -2 | 1 | -1.2 | -7
Cc1cccc(Cn2c(=O)n(CCCC(=O)NCc3ccco3)c(=O)c3ccccc32)c1
 : 0 | 1 | 2 | -7 | 19 | -7 | 3.0 | 10
O=C(/C=C/c1ccc2c(c1)OCO2)Nc1nc(-c2ccccc2)cs1
 : 5 | 3 | -31 | -2 | 1 | -4 | 3.5 | 21
CC(=N/O)/C(C)=N\NC(=O)c1ccccn1
 : 1 | 12 | -24 | -2 | -5 | -8 | -3.6 | 6
O=c1cc(-c2ccccc2)cc(-c2ccccc2)n1O
 : -4 | 2 | 14 | 0 | 12 | -8 | 0.7 | -2
CNc1nc(SCc2ccccc2)nc(N2CCOCC2)n1
 : -4 | -5 | 18 | 3 | -18 | -1 | 12 | 28
C=CCn1sc(N)c(C(=O)OCC)c1=S
 : 1 | -6 | 7 | 2 | -6 | -6 | -2.7 | -4
O=C(Cc1ccccc1)Nc1cc(Cl)ccc1Sc1ccccc1
 : 1 | 9 | 4 | 0 | 34 | -6 | 2.8 | 18
CC(C)C(c1nnnn1C(C)(C)C)N1CCOCC1 (centres undefined)
 : 1 | 4 | -4 | -6 | -3 | -9 | -0.1 | -3
CCOc1ccc(S(=O)(=O)/N=C(/Nc2ccc(S(N)(=O)=O)cc2)c2ccccc2)cc1
 : 2 | 2 | 7 | -1 | -1 | -2 | -1.7 | 2
Cn1nc(C(F)(F)F)c(C(=O)Nc2ccc(F)cc2F)c1Sc1cccc(Cl)c1
 : -7 | 11 | 11 | -3 | 11 | -7 | -1.3 | 8
COCCNC(=O)C(c1ccc(O)cc1)N(Cc1ccccc1)C(=O)CCC(=O)Nc1ccccn1 (centres undefined)
 : -1 | 9 | 49 | -6 | -8 | 3 | -0.7 | 0
CC1CCCC(C)N1C(=O)COC(=O)c1cccs1 (centres undefined)
 : 1 | 3 | -10 | -2 | 5 | -5 | -0.9 | -4
Cc1ccc(NC(=O)C2CC2c2ccccc2)cc1 (centres undefined)
 : 1 | -2 | 46 | -1 | 7 | -4 | 4.3 | -4
CCC(C)N=C1SCC(C)(/C=N/O)S1 (centres undefined)
 : -1 | -8 | 11 | 1 | -2 | -1 | -0.1 | -4

Single records, as listed above. Order of values: NR3A LBD binder	CXCR6 inh	Gli-Sufu antag	A3A deaminase	CCR6 antag	A3G deaminase	MPTP inh	EBI2 antag
O=C(/C=C/c1ccc2c(c1)OCO2)Nc1nc(-c2ccccc2)cs1 is listed with 5	3	-31	-2	1	-4	3.5	21
Cc1ccc(C(=O)OC2OC(=O)C(Cl)=C2N2CCOCC2)cc1 (centres undefined) is listed with -7	-4	-4	1	-2	1	-1.2	-7

Continuation:
Second line of a record: NR3A LBD binder | CXCR6 inh | Gli-Sufu antag | A3A deaminase | CCR6 antag | A3G deaminase | MPTP inh | EBI2 antag
CCOC(=O)c1nn(-c2ccc3c(c2)CCN3C(C)=O)cc1O
 : 1 | 0 | -65 | -2 | 0 | -4 | -1.0 | -5
Cc1nc([N+](=O)[O-])c(N2CCN(C)CC2)n1Cc1ccccc1
 : 3 | -12 | -2 | 1 | -11 | 2 | -2.4 | -5
CC(=O)c1c(C)oc(C)c1CSCc1ccc(C(=O)O)o1
 : 2 | 3 | -4 | 28 | -17 | -11 | 0.2 | -2
O=C1CCCC(=O)C1Sc1ccc(Cl)cc1
 : -1 | -1 | 4 | 0 | 4 | 1 | 0.5 | -12
O=C(c1ccncc1)N1CCN(S(=O)(=O)c2cccc(C(F)(F)F)c2)CC1
 : 0 | -7 | -8 | 0 | 2 | -6 | -0.2 | -13
S=C(NCc1ccncc1)Nc1cc(Cl)cc(Cl)c1
 : 0 | -18 | -4 | -3 | -7 | -5 | 68* | 2
CSc1nccc(Oc2cncc(Cl)c2)n1
 : -1 | -6 | 3 | 2 | 9 | 1 | 1.2 | -13
O=C(NNC(=O)c1cnccn1)c1cccc([N+](=O)[O-])c1
 : -1 | -3 | -13 | 2 | 4 | 4 | -3.2 | -12
Cc1ccc(C(=O)OCC(=O)c2ccccc2)cc1
 : 19* | 2 | -123 | -3 | 9 | -6 | 0.2 | 2
COc1cc(C(=O)NC(CCSC)C(=O)OCc2cc([N+](=O)[O-])cc3c2OCOC3)cc(OC)c1OC (centres undefined)
 : -4 | 2 | 6 | -1 | 5 | -6 | -3.7 | -4

Screens deposited in PubChem by Sanford-Burnham Center for Chemical Genomics.
